Screens deposited in PubChem by Fisher Drug Discovery Resource Center.
mcGAS lum = mouse cGAS inhibition by luminescence | 160,000 tested, 0.15% active | inhibition, % at 12.5 µM | recombinant cGAS, Kinase-Glo ATP depletion luminescence | Q8C6L5 | AID 1259399;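 also: 0% = negative control wells and 100% = reference inhibitor with no enzyme activity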
NPYLR7 agonist = activates Aedes aegypti NPYLR7 receptor. activation, % at 10 µM. HEK293T NPYLR7/Galpha15, GCaMP6s calcium fluorescence. 270,000 tested, 0.15% active. AID 1259423; in the data active = activation above about 40%;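 also: 0% = vehicle and 100% = reference agonist at the receptor; some compounds past the cut are filed as inactive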
hcGAS lum = inhibitors of human cGAS. inhibition, % at 12.5 µM. recombinant h-cGAS, ATP depletion, Kinase-Glo luminescence. 290,000 tested, 0.081% active;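 also: 0% = vehicle reaction and 100% = reaction without DNA for no activity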
Target sequence (Q8N884 whole entry, looked up): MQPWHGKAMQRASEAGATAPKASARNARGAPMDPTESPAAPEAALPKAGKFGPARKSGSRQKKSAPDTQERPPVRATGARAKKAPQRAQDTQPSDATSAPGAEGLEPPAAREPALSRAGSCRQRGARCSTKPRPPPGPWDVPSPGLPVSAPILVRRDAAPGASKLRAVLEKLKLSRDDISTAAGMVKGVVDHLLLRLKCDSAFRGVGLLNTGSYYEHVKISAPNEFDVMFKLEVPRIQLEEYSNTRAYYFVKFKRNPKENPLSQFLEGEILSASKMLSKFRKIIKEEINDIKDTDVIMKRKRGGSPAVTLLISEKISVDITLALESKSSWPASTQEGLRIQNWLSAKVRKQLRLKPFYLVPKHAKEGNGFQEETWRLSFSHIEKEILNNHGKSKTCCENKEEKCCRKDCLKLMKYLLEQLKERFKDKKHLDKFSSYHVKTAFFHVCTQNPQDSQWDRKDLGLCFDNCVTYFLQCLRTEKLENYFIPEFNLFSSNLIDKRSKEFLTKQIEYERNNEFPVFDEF
An asterisk follows results filed as active; · = not tested or not shown; & = joins results of further samples. Rule as the data show it, unless noted: active = inhibition above about 40%; inactive = the rest.

SMILES,mcGAS lum,NPYLR7 agonist,hcGAS lum
CC1(C(=O)NS(=O)(=O)c2ccccc2OC(F)(F)F)CCN1C(=O)c1ccccc1 (stereo not given),·,-1,1
C=C(NN=c1sc2ccccc2n1C)c1ccc2ccccc2c1,-8,2,-8
Cc1ccc(CCCC(=O)Nc2ccc(OCC(C)(C)O)cc2)cc1,-18,0,-11
C=CCn1c(=O)c2c(nc3n2CC(C)=NN3CCC(C)C)n(C)c1=O,·,14,-7
CCSCCNC(=O)c1ccc(-c2n[nH]c3c2CCc2cc(OC)ccc2-3)cc1,-6,26,-4
CC(=O)N1CCN(c2ncccc2CNCc2ccc(F)cc2Cl)CC1,-9,·,-7
COc1cccc(CNCc2c(C(=O)N3CCCCCCC3)nc3ccc(Cl)cn23)c1,·,6&4,-11&-4
O=C1OC(/C=C/c2ccccc2)=NC/1=C/c1ccccc1C(F)(F)F,·,-1,1
COC(=O)c1ccc(CN2C(=O)C(C)ON=C2Cc2ccccc2)o1 (stereo not given),·,1,0
Cc1ccc(NC(=O)Nc2ccc(N(C)C)c(C(=O)NC3CCCCC3)c2)cc1C,-6,12,-9
Cc1cccc(C)c1NC(=S)N1CCCN(C)CC1,-17,-4,-10
CCCCn1c(C)c(C)n2c3c(=O)n(CCN4CCCCC4)c(=O)n(C)c3nc12,·,-1,5
COCC(C)C1CCN(C/C=C/c2ccco2)CC1 (stereo not given),-12,13,-7
CN(Cc1cc2ccccc2s1)C(=O)c1cc(CN2CCOCC2)on1,·,5,-6
Nc1nc(Nc2ccccc2)cc(N2CCNCC2)n1,·,11,-9
COc1ccc(/C=C2\N=C(c3cc(F)c(F)cc3Cl)OC2=O)c(OC)c1,-2,-1,-3
COCCCN(CC(=O)N(CCc1ccccc1)Cc1ccc(C)o1)C(=O)C1CC1,-1,-19,-4
CC(C(=O)Nc1ccccn1)n1nc(-c2ccccc2)ccc1=O (stereo not given),·,4,-2
Cc1cccc2nc(CSc3nnc4c(n3)[nH]c3ccccc34)cn12,2,6,-5
CCOC(=O)C(C)Oc1ccc2c(=O)c(-c3ccc(OC(C)C)cc3)coc2c1 (stereo not given),-4,0,-4
Cc1ccc(NC(=O)CSc2nccn3nc(-c4ccc(C)cc4)cc23)cc1,-3,3,-1
CN1CCC2(CC1)CN(C(=O)c1cccc(C#CC(C)(C)O)c1)CCN2C,·,9,-6
Cc1cc(C(=O)N(Cc2cccnc2)c2nc3c(F)cccc3s2)no1,·,2,4
O=C(CSC1CC(=O)N(c2ccccc2)C1=O)NC(c1ccccc1)c1ccc(Cl)cc1 (stereo not given),·,-6,2
CN1CCN2C[C@@H](NC(=O)Cc3cc4c(cc3Cl)OCCO4)C[C@H]2C1,-12,·,-10
O=[N+]([O-])c1ccc(/C=N\O)o1,·,-20,6
COc1ccc(OC)c(N=C(C)c2c(C)[nH]n(-c3nc4ccccc4s3)c2=O)c1,·,-13,-5
CC(C)(C)CC(=O)Nc1ccc(Cl)c(C(=O)Nc2cn[nH]c2)c1,·,8,-17
COc1cc(=O)n(-c2ccccc2C)nc1C(=O)N1CCN(C(C)=O)CC1,-2,1,2
CCN1CCc2c(sc3nc(C(C)C)nc(N4CCN(C(=O)Nc5ccc(F)cc5F)CC4)c23)C1,-4,-8,-4
CCOCCCNC(=O)Nc1cn(CC)c2ccccc12,-7,1,-4
Fc1ccc2nc(C3CCCN3Cc3nc(-c4ccco4)no3)[nH]c2c1 (stereo not given),-15,-1,-4
Cc1ccccc1CSCCNC(C)CO (stereo not given),-5,0,-2
CCc1nc(C)c(CN)s1,-7,3,-6
Cc1cc(NC(=O)C(C)Nc2ccc(Br)c(C)c2)on1 (stereo not given),-9,-2,-6
Cc1csc(NC(=O)c2ccc(CN(C)CC(C)C)cc2)n1,-12,17,-6
CCCCc1cnc2c(c1SCC(=O)Nc1nnc(CC)s1)c(=O)n(C)c(=O)n2C,-12,9,-14
N#CC(=CC(Br)=Cc1ccccc1)c1nc(-c2ccccc2)cs1,-3,7,-7
C#CCN(Cc1nc(-c2ccc(F)cc2F)oc1C)C1CCCCC1,-7,-3,0
COCC(=O)N1CCCC(OCc2cc(OC)cc(OC)c2)C1 (stereo not given),-4,3,-5
Cc1nc(CSc2nnc3ccc(-c4cccc([N+](=O)[O-])c4)nn23)cs1,-7,-13,-5
Cc1ccc(CSc2nc(C)cc(Oc3cccc(C)c3C)n2)cc1,-2,-10,0
CCCSc1ncccc1C(=O)NC(c1ccccc1)c1ccc(Cl)cc1 (stereo not given),·,-1,-3
Cc1nc(SCC(=O)NC(=O)Nc2ccccc2F)c(C#N)c(C)c1C,17,0,3
CC(C)CN(CC(=O)Nc1nc(CC(=O)N2CCN(c3cccc(C(F)(F)F)c3)CC2)cs1)C(=O)c1ccccc1Cl,-6,23,-2
COc1ccc(NC(=O)C2CC(=O)N(C)C(=Nc3ccc(C)c(C)c3)S2)cc1 (stereo not given),-6,3,0
O=C(Nc1ccc(N2CCCC2)c(C(=O)NCc2ccccc2)c1)Nc1ccc(F)cc1F,-8,-5,-8
CC1(C(=O)NCc2ccc3c(c2)OCO3)CCN1Cc1cc2ccccc2o1 (stereo not given),·,6,-11

Molecules above containing a CF3 group, in the order listed:
SMILES,mcGAS lum,NPYLR7 agonist,hcGAS lum
CC1(C(=O)NS(=O)(=O)c2ccccc2OC(F)(F)F)CCN1C(=O)c1ccccc1 (stereo not given),·,-1,1
O=C1OC(/C=C/c2ccccc2)=NC/1=C/c1ccccc1C(F)(F)F,·,-1,1
CC(C)CN(CC(=O)Nc1nc(CC(=O)N2CCN(c3cccc(C(F)(F)F)c3)CC2)cs1)C(=O)c1ccccc1Cl,-6,23,-2

As entered above.
mcGAS lum, COc1ccc(NC(=O)C2CC(=O)N(C)C(=Nc3ccc(C)c(C)c3)S2)cc1 (stereo not given) : -6
mcGAS lum, Cc1nc(SCC(=O)NC(=O)Nc2ccccc2F)c(C#N)c(C)c1C : 17

(list continues)
SMILES,mcGAS lum,NPYLR7 agonist,hcGAS lum
COc1ccc(C(=O)NNC(=O)Cc2ccc(Cl)c(Cl)c2)cc1OC,-9,-2,-3
CC(C)c1nnsc1CN1CCOC(C(F)(F)F)C1 (stereo not given),-1,-8,-2
CN[C@@H](CO)C(=O)N1CCC2(CCC(=O)N(C3CCC3)C2)CC1,-4,·,-8
CSCC(C)NC(=O)NCC(O)c1c(F)cccc1F (stereo not given),-13,0,-9
COc1ccc2cc(CN3CCN([C@H]4CCCC[C@@H]4O)CC3)c(=O)[nH]c2c1,·,4,-4
CCN(CC)S(=O)(=O)c1ccc(F)c(C(=O)OC)c1F,·,-1,-13
NS(=O)(=O)c1ccc(NC(=O)c2cn(Cc3ccccc3)nc2OCc2ccccc2)cc1,-7,17,-10
Clc1nc2c(Cl)c(Cl)ccc2s1,-6,-4,0
CCC(C(=O)NCCOC)n1c(=O)n(Cc2ccccc2)c(=O)c2ccccc21 (stereo not given),-3,14,-4
CCN(CC1CCN(CCc2ccccc2C)CC1)C(=O)[C@H]1C[C@@H]2C=C[C@H]1C2,·,19,-5
Cc1ccc(OCC(=O)N/N=C2\CCCCC2C)c(C(C)C)c1 (stereo not given),·,-1,-7
Cn1nnnc1SCCNC(=O)C1(c2ccccc2F)CC1,-17,28,-5
CCC(C)NC(=O)C1CCCN1C(=O)c1csc(Nc2ccccc2OC)n1 (stereo not given),·,4,4
O=C(c1ccc(CSc2nc(Cl)cc(N3CCN(c4ccccc4Cl)CC3)n2)cc1)N1CCN(c2cccc(C(F)(F)F)c2)CC1,-7,23,-8
COc1cccc(CC(C2CCN(C(=O)Cc3ccccc3C)CC2)N(C)C(=O)c2cccnc2)c1 (stereo not given),-12,13,-12
c1ccc(-n2cc(C3NCCc4[nH]cnc43)c(-c3ccncc3)n2)cc1 (stereo not given),1,2,0
O=C(CSc1nnnn1-c1ccccc1)c1ccc(Br)cc1,-5,-8,-7
COC(=O)c1cccc2c1CN(Cc1cc3c(cc1Cl)OCO3)CC2,·,9,-2
CC1CCCCN1CC(=O)N1N=C(c2ccc(F)cc2)CC1c1ccccc1Cl (stereo not given),1,2,3
COC(=O)CSc1ccc(C(F)(F)F)cc1[N+](=O)[O-],-7,2,-2
CCCOC(=NCC1CCCO1)NC(=O)c1cccc(F)c1 (stereo not given),-4,13,-9
Cc1ccccc1OCC(=O)N(Cc1nc2ccccc2c(=O)[nH]1)CC1CCCO1 (stereo not given),·,1,1
COc1cccc(NC(=O)c2c(Br)cnn2C)c1,·,-6,-1
Cc1cc(C)c(S(=O)(=O)Nc2ccc3c(c2)OCO3)c(C)c1-n1cnnn1,·,-3,-2
Cc1ccc2nc(SCc3ccccc3F)[nH]c2c1,-4,2,1
COc1cccc(CN2CCCC3(CCN(C(=O)c4ncc(C)[nH]4)C3)C2)c1 (stereo not given),-8,2,-5
CC(C)(C)S(=O)(=O)c1ccc(N2CCCC(C(=O)N3CCOCC3)C2)cn1 (stereo not given),-14,4,-11
O=C1NCCN1CCNCc1ccc(-c2ccc(Cl)cc2F)o1,-10,·,-5
CCOc1ccc(-n2cnnc2)cc1NS(=O)(=O)NCc1ccccc1,·,-3,-1
CCc1ccccc1NC(=O)Nc1c(O)c2ccccc2oc1=O,·,-10,-6
O=C1CCCCCN1Cc1nc(C2(c3ccc(F)cc3)CCOC2)no1 (stereo not given),-11,4,-3
CCCC(C)N1CCN(C(=O)c2nn(CC3CC3)c3c2CNCC3)CC1 (stereo not given),0,·,8
C=C(C)C[C@]12CCC(=O)C=C1CCCC2=O,·,2,-6
Cc1[nH]n(-c2ccc([N+](=O)[O-])cc2)c(=O)c1N=Nc1ccccc1C(=O)NCc1ccccc1,0,-15,0
Cc1nn(C)c(C)c1C(C)C(=O)NCC1CCCCCCC1 (stereo not given),-4,21&0,-9&-2
Cc1ccc(CN2CCn3c2nc2c3c(=O)n(Cc3ccccc3)c(=O)n2C)cc1,-5,8,-3
CN(C)C1Cc2cc(Cl)ccc2Sc2ccccc21 (stereo not given),·,2,-4
COc1ccc(-c2nc3cc(C)ccn3c2NC(=O)CC(C)(C)C)cc1,-9,-10,-9
CC(c1ccccc1)N1CCN(C(=O)c2cc(F)c(F)cc2F)CC1 (stereo not given),1,-3,3
Cc1ccc2oc(-c3cccc([N+](=O)[O-])c3)cc(=O)c2c1,-6,-4,-3
COc1cc(-c2ncnc3scc(C)c23)cc(OC)c1OC,·,-4,-3
Cc1cc(C(=O)N(CCC(=O)NCC(C)C)CC2CCCO2)no1 (stereo not given),-7,·,-17
CC(C)C(NC(=O)C(Cc1ccc(O)cc1)NC(=O)C(NC(=O)C(F)(F)F)C(C)C)C(=O)O (stereo not given),-4,-7,-5
Clc1ccccc1Nc1nc(NCC2CC2)nc2ccsc12,·,7,-11
Cc1ccsc1CCNc1cc(N2CCN(C)CC2)nc(N)n1,·,8,-8
CCS(=O)(=O)C(C)C(=O)Nc1ccccc1C(C)C (stereo not given),·,6,-9
C=CCOC(=O)C1C(C)=Nc2nc(SCCC)[nH]c(=O)c2C1c1ccc(OC)cc1 (stereo not given),·,4,-10
O=C(NCc1cccs1)c1cc(C2CC2)on1,·,-1,0
Cc1ccccc1CNS(=O)(=O)CC1CCCCC1,-16,-1,-8
Cc1ccc2ncccc2c1CNCC1(O)CCCN(CC2CCC2)C1=O (stereo not given),·,3,-3
COc1ccc(CCC(=O)Nc2cc(Cl)ccc2F)cc1,·,-10,5
CC(=O)N1CN(CCCn2ccnc2)Cc2c1sc1c2CCCC1,·,5,-2
CCC(C)C(C(=O)NCc1n[nH]c(C)n1)c1ccccc1 (stereo not given),-12,-1,-6
NC(Cc1ccc(Cl)cc1)c1csc(Nc2nccc(C(F)(F)F)n2)n1 (stereo not given),0,-4,1
Cc1ccc(CN(CCN2CCOCC2)Cc2ccc(C(C)(C)O)o2)cc1,-4,8,-5
CCCCN(CC(=O)N1c2ccccc2-n2cccc2C1c1cccc(C)c1)C(=O)Nc1ccccc1F (stereo not given),-4,11,-2

Additional results.
SMILES,mcGAS lum,NPYLR7 agonist,hcGAS lum
O=S(O)OC1CS(=O)(=O)CC1c1ccccc1 (stereo not given),·,7,-11
CCC(CC)C(=O)N(CCOC)Cc1cc(N)ccc1N(C)C,-5,4,-3
CCOC(=O)CCc1c(C)nc2ncnn2c1N1CCN(C(=O)NCCc2ccc3c(c2)OCO3)CC1,-4,·,-3
O=C(O)[C@H]1C[C@]2(CCCCNC2=O)N(C(=O)c2ccc3c(c2)OCCCO3)[C@H]1c1ccccc1,-5,6,0
COc1ccc(C(=O)OCCN(C2=NS(=O)(=O)c3ccccc32)c2ccccc2Cl)c(OC)c1,-4,-5,-3
CCn1c(C2CCCN(Cc3ccc(S(C)(=O)=O)cc3)C2)nn(C)c1=O (stereo not given),-19,4,-4
CNC(=O)c1c(NC(=O)c2ccccc2-c2ncn[nH]2)sc2c1CCCC2,-1,1,-1
CCS(=O)(=O)c1ncc(CO)n1CCc1ccccc1,·,17,-8

2 records drawn at random from the list so far:
SMILES,mcGAS lum,NPYLR7 agonist,hcGAS lum
CNC(=O)c1c(NC(=O)c2ccccc2-c2ncn[nH]2)sc2c1CCCC2,-1,1,-1
CCC(CC)C(=O)N(CCOC)Cc1cc(N)ccc1N(C)C,-5,4,-3

Hits appear at their usual frequency; any-hit rate near 0.29%.
